From PubChem
PLCg1 inh = blocks human PLC-gamma1 enzyme activity. inhibition, % at 12.2 µM. 0.84% of 370,000 active. purified PLC-gamma1, fluorogenic substrate, fluorescence; in the data active = inhibition above about 9.5%
hcDAF12 agonist = activates DAF-12 receptor from parasite H. contortus; HEK293 hcDAF-12 lit1-tk-luc reporter, luminescence; 0% DMSO, 100% Δ7-dafachronic acid; activation, % at 6.8 µM; 1.4% of 370,000 active; AID 652067;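 active = activation above the mean of all tested compounds plus 3 SD, cut at about 5.5% in these data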;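 also: 100% = response to 3 µM Δ7-dafachronic acid high control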
sPLA2-III inh = Blocks human group III sPLA2 activity; Q9NZ20; QFRET BODIPY PC-A2 liposome hydrolysis, fluorescence; inhibition, % at 12.2 µM; 0.56% of 370,000 active;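 active = inhibition above mean plus 3 SD of compounds lying within the high and low control bounds, cut at about 19% in these data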;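 also: 0% = median of test compound wells and 100% = no enzyme DMSO wells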
DAX1 inh-1 = inhibitors of DAX1 repression of SF-1 activated StAR promoter; HEK293T StAR-luciferase reporter, SF-1/DAX-1 repression relief; inhibition, % at 6.8 µM; 1.1% of 370,000 active; AID 652010;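 active = inhibition above the mean over all tested compounds plus 3 SD, cut at about 3.6% in these data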;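 also: 0% = DAX-1 cells with DMSO and 100% = cells lacking DAX-1 with DMSO; higher inhibition means more luminescence from relief of DAX-1 repression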
ADAM10 inh = ADAM10 inhibition, QFRET primary screen; O14672; recombinant ADAM10, EDANS/DABCYL FRET peptide cleavage, 3 h; inhibition, % at 7 µM; 0.62% of 370,000 active;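 active = inhibition above a per-campaign cutoff equal to the mean of compounds falling between control-based bounds plus 3 SD, cut at about 20% in these data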;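 also: 0% = DMSO wells while the 100% control is not disclosed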
hgDAF-12 ag = activates the H. glycines DAF-12 receptor ligand-binding domain | HEK293 GAL4-hgDAF12 UAS-luciferase reporter, agonist luminescence; normalized to butyrate control | activation, % at 6.8 µM | 1.8% of 370,000 active;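 active = activation above a cutoff set at the mean of all screened compounds plus 3 SD, cut at about 10% in these data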;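 also: 0% = DMSO wells and 100% = sodium butyrate wells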
FXN GAA850 act = activators of GAA850 frataxin (FXN) promoter | HEK293 lucGAA850 FXN promoter luciferase reporter, 24 h; percent of 10 µM SAHA response | activation, % at 6 µM | 0.56% of 360,000 active | AID 540364;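 active = activation above the average of all compounds screened plus 3 SD, cutoff fixed separately per campaign, cut at about 7.5% in these data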;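 also: 0% = DMSO wells and 100% = 10 µM SAHA wells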
ssDAF-12 act = activators of S. stercoralis DAF-12 nuclear receptor | HEK293 ssDAF-12/GRIP1 lit1-tk-luc reporter, luminescence; % of 3 µM dafachronic acid response | activation, % at 6.8 µM | 1% of 370,000 active | AID 652126;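 active = activation above the mean over all tested compounds plus 3 SD, cut at about 0.9% in these data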;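 also: 0% = DMSO-only wells and 100% = 3 µM delta7-dafachronic acid wells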
DAX1 inh-2 = inhibitors of human orphan nuclear receptor DAX1 (NR0B1); P51843; inhibition, % at 6.75 µM; 0.99% of 340,000 active; HEK293 Gal4-DAX1 luciferase reporter, luminescence; AID 504766;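 active = inhibition above the mean over all tested compounds plus 3 SD, cut at about 4.2% in these data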;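 also: 0% = DAX1-transfected cells with DMSO and 100% = empty-vector control cells with DMSO; inhibition shows as a rise in luminescence from relieved DAX1 repression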
PLCb3 inh = blocks human PLC-beta3 enzyme activity; Q01970; Purified PLC-beta3, fluorogenic substrate, fluorescence; inhibition, % at 12.2 µM; 0.18% of 370,000 active; AID 720704; in the data active = inhibition above about 11%;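 also: 0% = median of compound wells on plate and 100% = full blocker control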
Target sequence (Q01970 whole entry, looked up): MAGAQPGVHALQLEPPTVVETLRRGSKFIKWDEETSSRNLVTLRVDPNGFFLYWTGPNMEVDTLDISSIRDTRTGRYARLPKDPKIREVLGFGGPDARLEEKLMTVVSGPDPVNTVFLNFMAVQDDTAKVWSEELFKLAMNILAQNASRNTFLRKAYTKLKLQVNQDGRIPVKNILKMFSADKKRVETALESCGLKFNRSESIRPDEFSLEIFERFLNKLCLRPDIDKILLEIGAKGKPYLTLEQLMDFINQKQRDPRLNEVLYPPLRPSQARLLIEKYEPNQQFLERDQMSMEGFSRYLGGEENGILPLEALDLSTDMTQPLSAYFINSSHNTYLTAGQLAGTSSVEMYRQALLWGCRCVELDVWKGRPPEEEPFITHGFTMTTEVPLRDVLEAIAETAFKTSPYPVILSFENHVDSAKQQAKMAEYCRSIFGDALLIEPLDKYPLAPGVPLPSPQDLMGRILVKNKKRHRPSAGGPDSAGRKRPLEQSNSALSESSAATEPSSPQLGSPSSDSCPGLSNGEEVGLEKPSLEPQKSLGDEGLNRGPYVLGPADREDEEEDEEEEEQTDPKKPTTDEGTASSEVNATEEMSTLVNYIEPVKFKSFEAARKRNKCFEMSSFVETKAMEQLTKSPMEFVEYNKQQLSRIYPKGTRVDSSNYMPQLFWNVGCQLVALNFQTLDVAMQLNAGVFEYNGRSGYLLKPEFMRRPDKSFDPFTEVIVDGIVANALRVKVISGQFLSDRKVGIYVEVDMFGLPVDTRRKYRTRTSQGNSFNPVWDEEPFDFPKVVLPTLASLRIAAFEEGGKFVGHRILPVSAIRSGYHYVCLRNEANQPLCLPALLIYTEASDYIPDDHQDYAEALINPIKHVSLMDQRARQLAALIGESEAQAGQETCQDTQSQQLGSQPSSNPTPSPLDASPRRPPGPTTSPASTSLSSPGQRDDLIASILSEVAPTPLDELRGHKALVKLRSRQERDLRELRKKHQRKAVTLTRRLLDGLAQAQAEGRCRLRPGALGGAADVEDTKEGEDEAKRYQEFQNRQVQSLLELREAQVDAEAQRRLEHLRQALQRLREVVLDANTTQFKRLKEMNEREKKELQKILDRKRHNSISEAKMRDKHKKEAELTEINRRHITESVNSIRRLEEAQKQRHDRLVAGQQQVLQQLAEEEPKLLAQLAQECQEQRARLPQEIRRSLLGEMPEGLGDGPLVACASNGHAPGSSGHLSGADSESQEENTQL
ADAM17 inh = inhibits human ADAM17; P78536; recombinant ADAM17, EDANS/DABCYL FRET peptide cleavage; inhibition, % at 6.95 µM; 0.83% of 370,000 active; AID 720648;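 active = inhibition above the mean of compounds lying between control limits plus 3 SD, set per campaign, cut at about 8.5% in these data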;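 also: 0% = DMSO-only wells as the low control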
An asterisk follows results filed as active; / = no result given.

Value order: PLCg1 inh, hcDAF12 agonist, sPLA2-III inh, DAX1 inh-1, ADAM10 inh, hgDAF-12 ag, FXN GAA850 act, ssDAF-12 act, DAX1 inh-2, PLCb3 inh, ADAM17 inh
O=C(O)c1cc([N+](=O)[O-])ccc1NCc1ccccn1
  0, -1.9, 4, -0.4, 4, -2.3, 0.2, -1.5, 1.8, 2, 2
O=C(CCSc1ccccc1)NNC(=O)c1ccccc1F
  3, -1.5, 5, -0.8, 6, 5.8, -1.0, -0.7, 0.2, 1, -2
CN1CC(=O)N(CC(=O)N2CCC(Cc3ccccc3)CC2)C1=O
  0, -2.5, 9, -0.6, -1, -5.8, 2.4, -0.9, 0.1, -12, -5
O=C(CSc1nncn1-c1ccccc1)Nc1cccc(S(=O)(=O)N2CCCCC2)c1
  6, 0.8, -7, 0.1, 4, 0.0, /, -1.5, /, 5, 4
CC(C)(C)C1COc2ccccc2N1C(=O)c1ccccc1Cl (stereo not given)
  0, -1.6, 5, -0.7, -3, 0.9, -2.3, -1.0, 0.8, -5, 1
COc1ccc(CCNC(=O)c2cc(=O)c3cc(C)ccc3o2)cc1OC
  2, -3.7, -2, -0.7, -2, -5.6, -1.4, -1.9, -0.6, 0, -1
Cc1cccc(-c2nc(C)cc(=O)[nH]2)c1
  3, -0.7, 0, 0.5, 7, 3.2, 0.4, -0.7, 3.2, -1, 1
Cc1cc(SCC(=O)N2CCN(C(=O)c3ccco3)CC2)c(C)cc1Br
  -4, -0.2, 3, -0.2, -10, -3.4, 0.4, -1.6, -0.1, -7, -2
COc1ccc(Nc2ccc(Cl)nn2)cc1
  -1, 0.5, 6, 0.3, 5, 3.1, 1.8, -0.6, -0.1, -3, -3
CCC(=O)Nc1cccc(SC)c1
  0, -2.9, 18, -0.4, -7, -0.5, 3.3, -1.3, -0.3, -3, -3
COc1ccccc1-c1cc(C(=O)N/N=C/C=C/c2ccccc2[N+](=O)[O-])c2ccccc2n1
  2, -2.2, -5, -0.2, 20*, -2.3, -2.2, -1.1, 0.9, 0, 8
CSc1ccccc1NC(=O)c1cc(-c2ccco2)on1
  -3, 3.9, -3, -0.2, -11, 5.7, 2.2, -0.3, 1.0, -7, -3
CCCC1=NN(C(=O)Cc2ccc([N+](=O)[O-])cc2)C(O)(C(F)(F)F)C1 (stereo not given)
  0, 0.1, -27, -0.7, -4, -1.2, -0.1, -1.2, -0.6, 4, -2
COCOCCn1cc(CN2CCS(=O)(=O)N(Cc3ccc(-c4ccncc4)cc3)C(CC(C)C)C2=O)nn1 (stereo not given)
  1, 1.1, -2, 0.5, -11, 2.0, -0.2, 0.1, 0.0, 3, -3
COc1cccc(NC(=O)CN2C(=O)CSc3ccc(S(=O)(=O)N4CCCCC4)cc32)c1
  2, -0.6, -2, -0.1, 12, 0.9, -2.9, -1.1, 0.6, 0, 3
CC(C)Cc1oc(C(=O)O)cc1CN
  3, 6.5*, -2, -0.4, 5, 0.0, 0.8, -0.6, -1.3, 5, 3
CN=C1SC(CC(=O)Nc2ccccc2F)C(=O)N1C (stereo not given)
  -2, 0.3, 3, 0.0, -11, -0.2, -0.7, -1.0, 2.1, 2, -3
CC(C)CNc1nc(NC(C)(C)C)nc(Oc2ccc(=O)[nH]n2)n1
  1, -1.6, -2, -0.7, 0, 2.1, 2.2, -0.9, -1.5, 4, 1
CCOC(=O)C1CCCN(C(=O)c2cc(COc3ccc(C)nc3)on2)C1 (stereo not given)
  -1, -2.2, -3, -2.0, -1, -0.1, 1.7, -1.1, -0.1, -8, 1
COc1ccc(-n2nc(C(=O)NCC(=O)N3CCC(C(N)=O)CC3)c3ccccc3c2=O)cc1
  -33, 0.8, 1, 0.1, 0, 3.0, 1.3, -1.1, 0.6, -64, -3
CCN1C[C@@H]2[C@@H]3C(=O)N(C)C(=O)[C@@H]3[C@](CC)(C(=O)OC)N2C1=NCc1ccccc1
  3, -0.5, 16, 0.0, -9, 1.0, 0.4, -0.5, -1.0, 2, -4
COCCn1c(C)cc(C(=O)CSc2nc3ccccc3o2)c1C
  -4, 8.4*, -3, 2.2, -2, 10, 4.3, 0.0, 1.5, -4, -8
COCCCNC(=O)/C=C/c1ccc(Cl)cc1Cl
  2, -2.3, 0, -0.3, 1, 2.8, 2.6, -0.3, -1.1, 3, -4
CCCN(CCO)CCCc1ccccc1
  4, -1.1, -3, -0.2, 0, -0.1, 1.3, -0.5, -0.2, 0, -5
CC(C)OC(=O)Nc1ccc(-c2ccc(NC(=O)OC(C)C)cc2Cl)c(Cl)c1
  1, 1.1, 3, 0.5, -7, -1.2, 1.5, -1.2, 0.3, -5, -3
O=C(CSc1ccc2nnc(-c3ccccn3)n2n1)Nc1ccc2c(c1)OCCO2
  1, 1.4, 2, 0.3, -10, -0.6, -2.5, -2.1, -0.3, 1, -2
COc1cccc(-c2oc3c(c2C#CCCO)C(O)CCC3)c1 (stereo not given)
  -11, -1.8, -2, -0.1, -14, -0.4, /, -1.4, /, -12, -2
Cc1cc(/C=C2/NC(=O)NC2=O)c(C)n1-c1ccncc1
  -22, -0.6, 2, -0.5, -5, -0.3, 0.6, -2.1, 0.0, -31, -6
CC(=O)OC[C@@H]1CN(Cc2cccc(C(F)(F)F)c2)C[C@H](n2cnc3c(NCc4ccco4)ncnc32)O1
  -2, -2.0, -27, -2.5, -4, -2.6, -3.2, -1.7, /, 1, 5
COc1ccc(NC(=O)Cn2c(=O)sc3ccccc32)cc1
  1, -0.9, -4, -0.5, 0, 0.9, -0.8, -1.6, 1.2, 3, 0

Next section (3 carried over from the part before).
Value order: PLCg1 inh, hcDAF12 agonist, sPLA2-III inh, DAX1 inh-1, ADAM10 inh, hgDAF-12 ag, FXN GAA850 act, ssDAF-12 act, DAX1 inh-2, PLCb3 inh, ADAM17 inh
Cc1cc(/C=C2/NC(=O)NC2=O)c(C)n1-c1ccncc1
  -22, -0.6, 2, -0.5, -5, -0.3, 0.6, -2.1, 0.0, -31, -6
CC(=O)OC[C@@H]1CN(Cc2cccc(C(F)(F)F)c2)C[C@H](n2cnc3c(NCc4ccco4)ncnc32)O1
  -2, -2.0, -27, -2.5, -4, -2.6, -3.2, -1.7, /, 1, 5
COc1ccc(NC(=O)Cn2c(=O)sc3ccccc32)cc1
  1, -0.9, -4, -0.5, 0, 0.9, -0.8, -1.6, 1.2, 3, 0
COc1ccc(C(=O)NCCSc2ccccc2)cc1OC
  1, 2.0, 3, 1.0, 0, 5.2, 5.1, -0.3, 1.2, 0, -2
CC1CN=C(c2ccccc2)O1 (stereo not given)
  1, -1.2, -1, -0.1, 3, 1.7, 0.7, -1.4, -0.6, 5, -3
CCOC(=O)CSc1nnc(CNC(=O)c2ccc(OC)cc2)n1C1CCCCC1
  3, -0.8, -1, -0.5, 4, 0.3, 1.7, -1.1, -0.8, -3, -2
COC(=O)C[C@@H]1CC[C@H](NS(=O)(=O)c2ccccc2F)[C@@H](CO)O1
  2, 0.5, 8, 1.8, -8, 0.0, /, -0.3, /, 2, -3
Cc1cccc(N=O)n1
  -16, 1.4, 5, 1.0, -27, 1.2, /, 0.2, /, -16, -7
O=C(Cn1cnc2c(OCc3ccccc3)ncnc21)NCc1ccc2[nH]ccc2c1
  3, -2.5, -21, 0.4, -9, 4.4, -0.4, -1.4, -0.5, -2, -4
CCN(C(=O)COC(=O)c1ccc(OC)c(S(=O)(=O)N2CCCc3ccccc32)c1)C1CCS(=O)(=O)C1 (stereo not given)
  1, -0.6, -3, -0.2, -8, -0.2, -0.7, -0.8, -0.8, -3, 3
COc1ccc(CCNC(=O)CSc2nc(O)c(C(C)C)c(=O)[nH]2)cc1OC
  0, -0.3, 1, -1.0, 5, 2.7, 0.3, -1.4, -1.2, 1, 0
COc1ccc(-c2cc(C)no2)cc1S(=O)(=O)NCCCN1CCCCCC1
  4, 0.8, -2, 0.3, 1, -2.0, 2.4, -0.9, -0.1, -6, -2
C=CCn1c(=O)c(C(=O)NCc2ccccc2)c(O)c2ccccc21
  -2, -0.8, 5, 0.6, -2, -0.5, 0.8, -1.2, -0.9, -3, -3
O=S(=O)(Oc1ccc(C(=S)N2CCOCC2)cc1)c1ccc(Cl)cc1
  3, -1.8, 8, -0.2, 7, -3.5, 3.9, -1.6, -0.9, -3, -2
CCC(=O)Nc1ccc(S(=O)(=O)Nc2cccc(C)c2)cc1OC
  1, 0.8, -1, -1.1, 2, 0.7, -1.3, -1.5, -0.3, 4, -1
COc1ccc(/C(O)=C2\C(=O)C(=O)N(CCN(C)C)C2c2cc(OC)c(OC)c(OC)c2)c(C)c1 (stereo not given)
  1, -2.5, 1, 0.6, 1, -0.3, -0.4, -1.4, 0.0, 0, 0
Fc1cccc(-n2c(-c3ccco3)nc3nc4ccccc4nc32)c1
  -32, -0.2, 3, 0.2, -379, -1.5, 1.8, -0.1, -0.9, -40, -115
CCOc1ccccc1C(=O)NCCN1CCC(n2c(=O)[nH]c3ccccc32)CC1
  -1, -3.4, 6, -1.7, -16, 0.7, /, -1.6, /, -1, -4
O=C(NCc1ccccc1)C1C(c2ccc3c(c2)OCO3)=Nc2ccccc2N1C(=O)c1ccccc1 (stereo not given)
  -13, 2.0, 14, -0.6, -16, 1.7, /, -0.5, /, -23, -5
Cc1ccoc1C(=O)N1CCCCC1C(=O)O (stereo not given)
  1, -0.7, 5, 0.2, -6, 0.0, 2.9, -1.4, -0.3, -1, -3
COc1ccc(OC)c(-n2c(=S)[nH]c3c(sc(=S)n3-c3ccccc3)c2=O)c1
  3, -0.3, 6, 0.7, 8, -1.4, -0.4, -1.6, -0.6, 0, -1

Copied from the listing, 3 compounds:
Value order: PLCg1 inh, hcDAF12 agonist, sPLA2-III inh, DAX1 inh-1, ADAM10 inh, hgDAF-12 ag, FXN GAA850 act, ssDAF-12 act, DAX1 inh-2, PLCb3 inh, ADAM17 inh
O=C(NCc1ccccc1)C1C(c2ccc3c(c2)OCO3)=Nc2ccccc2N1C(=O)c1ccccc1 (stereo not given)
  -13, 2.0, 14, -0.6, -16, 1.7, /, -0.5, /, -23, -5
Cc1ccoc1C(=O)N1CCCCC1C(=O)O (stereo not given)
  1, -0.7, 5, 0.2, -6, 0.0, 2.9, -1.4, -0.3, -1, -3
COc1ccc(OC)c(-n2c(=S)[nH]c3c(sc(=S)n3-c3ccccc3)c2=O)c1
  3, -0.3, 6, 0.7, 8, -1.4, -0.4, -1.6, -0.6, 0, -1

Three entries out of the list above, arranged by the value under ssDAF-12 act, highest first.
mol | PLCg1 inh | hcDAF12 agonist | sPLA2-III inh | DAX1 inh-1 | ADAM10 inh | ssDAF-12 act | DAX1 inh-2 | PLCb3 inh | ADAM17 inh
COCCCNC(=O)/C=C/c1ccc(Cl)cc1Cl | 2 | -2.3 | 0 | -0.3 | 1 | -0.3 | -1.1 | 3 | -4
CCN1C[C@@H]2[C@@H]3C(=O)N(C)C(=O)[C@@H]3[C@](CC)(C(=O)OC)N2C1=NCc1ccccc1 | 3 | -0.5 | 16 | 0.0 | -9 | -0.5 | -1.0 | 2 | -4
O=C(O)c1cc([N+](=O)[O-])ccc1NCc1ccccn1 | 0 | -1.9 | 4 | -0.4 | 4 | -1.5 | 1.8 | 2 | 2
